Autophagy HCS: autophagy modulators in MEF cells, primary screen, imaging, high-content, MEF GFP-LC3; calls only at 10 µM (by protocol); hit rate 0.98% among 190,000; AID 463193, 2010; MEF GFP-LC3 puncta imaging; test concentration mostly 10 µM;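 active means percentage of spot-positive cells more than 3 SD above its plate mean, without a fluorescence outlier flag or 80% toxicity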;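 further: spot-positive cell cutoff set from DMSO-treated cells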
ER stress rescue: rescue of cells from ER stress-induced death, primary screen, 384-well, CSM14.1, thapsigargin, ATP luminescence (AID 1222). one-dose cellular ATP content (survival), % at 20 µM; EC50 in µM for titrated hits. 190,000 tested, under 10 active. CSM14.1 thapsigargin-induced death rescue, ATP luminescence; higher % means a stronger effect;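 active means EC50 below 50 µM in the dose-response confirmation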;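 further: death triggered by thapsigargin at about 15 µM added after 2 h compound pretreatment; cell ATP read after overnight thapsigargin exposure of roughly 18 to 22 hours; normalized against plate controls of thapsigargin alone and 5% DMSO vehicle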
MT stabilize HCS: microtubule stabilizers in HeLa cells, primary screen, imaging, high-content imaging; AID 2205, 2009; hit rate 0.83% among 200,000; HeLa tubulin immunostaining HCS, 24 h; share of cells brighter than vehicle mean+2SD; % tubulin-high responders, % at 10 µM;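 active means plate Z-score above 3 for both tubulin-high and condensed-nucleus cell shares, with cell loss under 80%, at 10 µM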;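 further: anti alpha tubulin signal scored within the nucleus-defined area of each cell; some results filed as inactive read as strong as hits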
bCat nuc transl: modulators of beta-catenin nuclear translocation, primary screen, imaging, HeLa cells, immunofluorescence, high-content. nuclear translocation activity, % at 5 µM. hit rate 0.3% among 190,000. AID 1665, 2009;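 active means nuclear translocation activity above 50% at 5 µM, with a well cell count of 50 or more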;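 further: per-cell ratio of nuclear to cytoplasmic median beta-catenin stain intensity; plate controls were DMSO negative control for no effect and GSK-3 inhibitor IX positive control for full effect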
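System: HeLa cells, endogenous beta-catenin; compound dosing: 5 µM primary single dose, 0.1% DMSO, 0.02–20 µM confirmation series; incubation: 24 h compound exposure at 37°C, 5% CO2; signal: beta-catenin immunofluorescence imaging with DAPI; evaluation: % activation, nuclear-to-cytoplasmic median beta-catenin signal ratio per cell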
Insulin prom up: insulin promoter activators in MIN6 cells, imaging, high-content screening, mouse beta cells; hit rate 0.3% among 190,000; AID 1625, 2009; z-score at 5 µM; MIN6 insulin promoter-GFP reporter; stronger effect = higher value;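 active means z-score above 3 at 5 µM with at least 500 cells counted in the well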
Dynein cargo inh: inhibitors of GR-EGFP nuclear translocation, primary screen, dynein cargo transport inhibitor project, imaging, high-content, 3617.4 mouse cells; test concentration mostly 20 µM; stimulated with dexamethasone, 1 µM; stronger effect = lower value; z-score, hits read low; hit rate 0.47% among 220,000;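 active means plate z-score of nuclear minus cytoplasmic receptor signal below a set negative limit, without overly bright fluorescence or cell loss, cut at about -3.5 in these data, passing the limit was not always enough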;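 further: z-score of nuclear minus cytoplasmic ring GR-EGFP intensity difference per well; some compounds called inactive have numbers as strong as hits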
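Schedule: 48 h induction, then 1 h compound, then 30 min agonist, 37 °C. Buffer or medium: tetracycline-free induction medium containing charcoal-stripped FBS. Reagent: 1.0 µM final dexamethasone stimulus. Evaluation: nuclear versus cytoplasmic GR-EGFP signal, averaged per well. Signal: high-content fluorescence imaging after fixation.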
P. falciparum M17LAP: P. falciparum M17LAP inhibitors, primary screen, biochemical, fluorogenic H-Leu-NHMec substrate, 1536-well (AID 1619); Leucine aminopeptidase (Plasmodium falciparum (isolate 3D7)); recombinant M17LAP, H-Leu-NHMec fluorogenic kinetic assay; higher % means a stronger effect; inhibition, % at 30 µM; hits with a dose series show IC50 in µM; hit rate 0.38% among 220,000;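 active means compound inhibiting the enzyme by more than half at any dose during confirmatory dose-response retesting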;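 further: plate controls were full reaction with DMSO carrier for no effect and no enzyme background for full effect; strong numbers were not always called active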
P. falciparum M1AAP: P. falciparum M1AAP inhibitors, biochemical, fluorogenic H-Leu-NHMec substrate, 1536-well (AID 1445); Aminopeptidase N (Plasmodium falciparum (isolate 3D7)); recombinant M1AAP, H-Leu-NHMec fluorogenic kinetic assay; higher % means a stronger effect; one-dose inhibition, % at 30 µM; IC50 in µM for titrated hits; hit rate 0.42% among 220,000;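 active means primary inhibition above the hit cutoff, then over 50% inhibition at one or more dose response concentrations, cut at about 23% in these data, passing the limit was not always enough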;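 further: plate controls were DMSO full reaction for no effect and no enzyme background for full effect; strong numbers were not always called active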
UTI89 phage lysis: inhibition of K1F phage lysis, E. coli UTI89, bacterial capsule biogenesis inhibitors, alamar blue (AID 488966) | hit rate 0.02% among 340,000 | E. coli UTI89 K1F phage lysis, alamar blue, 2 h; higher % means a stronger effect | one-dose inhibition, % at 100 µM; IC50 in µM for titrated hits;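 active means phage lysis inhibition, versus mean bacterial control, above a set limit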;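 further: capsule biogenesis inhibitors block K1F phage lysis so surviving cells raise fluorescence; higher fluorescence means more inhibition of phage lysis; actives were called in the ten point dose series up to 300 µM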
Dynein cargo inh cytoplasmic EGFP: recorded beside Dynein cargo inh, whose call it bears; z-score; measured here: cytoplasmic GR-EGFP intensity; stronger effect = higher value
Dynein cargo inh nuclear GR-EGFP: second read-out of Dynein cargo inh, no call of its own (marks repeat the call); z-score; measured here: nuclear GR-EGFP intensity;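 lower value marks the stronger effect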
Dynein cargo inh cell count: recorded beside Dynein cargo inh, whose call it bears; z-score; measured here: cell count per field
Insulin prom up cell count: further read-out of Insulin prom up, marked with its call; cell count; measured here: cytotoxicity, nuclei count;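 total cells summed across four imaged fields per well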
bCat nuc transl cell count 5 µM: recorded beside bCat nuc transl, whose call it bears; cell count; measured here: cell count, cytotoxicity flag
MT stabilize HCS Hoechst-high %: second read-out of MT stabilize HCS, no call of its own (marks repeat the call); % Hoechst-high responders; measured here: nuclear condensation Hoechst responders;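 share of cells brighter than vehicle mean plus two SD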
MT stabilize HCS cytotoxicity %: recorded beside MT stabilize HCS, whose call it bears; toxicity, %; measured here: cytotoxicity by cell density;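 0% = mean cell density of plate MIN control wells and 100% = no cells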
Autophagy HCS cell loss 18 h: second read-out of Autophagy HCS, no call of its own (marks repeat the call); toxicity, %; measured here: cell loss, nuclei count;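 cell loss after 18 h compound exposure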
Numbers without * were called inactive; i = inactive; · = no result given; [ ] = another dose, or the depositor's remark.

SMILES | Autophagy HCS | Autophagy HCS cell loss 18 h | ER stress rescue | MT stabilize HCS | MT stabilize HCS Hoechst-high % | MT stabilize HCS cytotoxicity % | bCat nuc transl | bCat nuc transl cell count 5 µM | Insulin prom up | Insulin prom up cell count | Dynein cargo inh | Dynein cargo inh cytoplasmic EGFP | Dynein cargo inh nuclear GR-EGFP | Dynein cargo inh cell count | P. falciparum M17LAP | P. falciparum M1AAP | UTI89 phage lysis
CCCN(CCC)c1ccc(/C=C/c2ccc3cc(OCC)ccc3n2)cc1 | · | · | · | · | · | · | -1.2 | 1316 | · | · | 0.304 | 3.38 | 0.651 | 0.0661 | -2.6% | -4.0% | -0.1%
CCn1cnc2c1c(=O)n(CC(=O)NCc1ccccc1)c(=O)n2Cc1ccccc1 | i | -4.0 | -0.3% | 5.8 | 2.3 | 7.3 | -4.8 | 1077 | 0.31 | 1678 | 0.274 | -0.299 | 0.163 | 0.822 | 12.2% | 0.3% | -0.8%
O=S(=O)(c1ccc(Cl)cc1)N1CCCN(c2ccc(C(F)(F)F)cn2)CC1 | · | · | · | · | · | · | 0.4 | 1232 | -0.98 | 1097 | 0.218 | -0.262 | 0.011 | 0.775 | 3.0% | 6.5% | -0.5%
CC(C)N(Cc1nc(-c2ccccc2)no1)C(=O)c1ccc(Br)o1 | i | 2.9 | -2.7% | 2.6 | 1.7 | 2.0 | 0.1 | 973 | 0.32 | 1151 | -0.458 | -0.234 | -0.156 | -0.375 | -2.2% | -0.2% | 1.2%
C=CCN1C(=O)CN=C1Nc1cccc(C)c1 | i | 12.9 | -1.0% | 2.6 | 1.3 | 1.4 | -0.3 | 1166 | 0.44 | 1249 | -1.39 | -0.108 | -0.732 | 0.748 | 3.8% | 4.4% | -1.1%
CCC(=O)NCC(=O)OCC(=O)c1ccccc1 | i | -0.6 | -2.8% | 3.7 | 1.4 | 4.9 | 2.1 | 581 | · | · | -0.845 | -0.236 | -0.369 | 0.398 | 3.0% | -4.2% | -2.2%
Cc1ccc(S(=O)(=O)Oc2ccccc2/C=N/NC(=O)c2nn(C)cc2[N+](=O)[O-])cc1 | i | 9.0 | 1.6% | 4.4 | 3.1 | 7.6 | -1.3 | 1150 | 0.35 | 1568 | 2.05 | -0.0502 | 1.1 | -0.964 | 3.5% | 9.1% | 0.2%[50 µM]
O=c1[nH]c(C(F)(F)F)nc2ccccc12 | i | -6.6 | 1.6% | 2.1 | 2.4 | 1.5 | 0.1 | 1082 | -0.08 | 1008 | 0.177 | 1.06 | 0.271 | 0.217 | 7.5% | 0.1% | 9.1%
O=C(NC(=S)NCCc1ccccc1)c1ccco1 | i | 2.1 | -0.2% | 2.3 | 1.2 | 11.1 | 3.3 | 1376 | 0.3 | 1537 | -0.602 | -0.104 | -0.342 | 0.76 | 0.7% | 5.0% | -0.8%
CC1CC(C)CN(c2oc(Cc3ccccc3)nc2C#N)C1 (stereo unspecified) | i | -9.5 | -4.0% | 0.9 | 4.2 | 10.9 | -1.5 | 624 | -0.03 | 1159 | -0.107 | -0.337 | -0.444 | 0.157 | -6.1% | 8.3% | 6.1%
CCN1CCN(c2cc(C)c3cc(NC(=S)N(CC)CC)ccc3n2)CC1 | i | -9.7 | 0.1% | 5.8 | 4.7 | 7.2 | -1.0 | 1012 | 0.25 | 1305 | 0.77 | -0.283 | 0.543 | -1.54 | 0.3% | 5.4% | -0.1%
O=C(CNC(=O)C(c1ccccc1)c1ccccc1)N/N=C/c1ccc(O)cc1O | · | · | · | · | · | · | 0.5 | 1216 | -0.07 | 816 | -0.716 | -0.246 | -0.42 | 0.658 | -0.2% | 8.6% | 0.2%
COC(=O)c1ccccc1NC(=O)CN(c1ccccc1)S(=O)(=O)N(C)C | i | 1.9 | · | 2.6 | 2.1 | 26.6 | · | · | · | · | -0.656 | 0.13 | 0.165 | 0.17 | -3.5% | 8.2% | 4.3%
Cc1ccc(C(=O)NC(=S)N2CCN(c3ccccc3F)CC2)cc1 | i | -19.1 | -1.0% | 3.5 | 4.1 | 15.8 | · | · | 0.33 | 1253 | 3.52 | -0.104 | 2.02 | -2.01 | 8.0% | 9.3% | 1.6%[50 µM]
N/C(Cc1ccc([N+](=O)[O-])cc1)=N\OC(=O)c1ccc([N+](=O)[O-])cc1 | i | -4.1 | -0.4% | 1.4 | 1.0 | 9.8 | -16.5 | 1250 | · | · | -0.213 | 0.0988 | -0.159 | 0.192 | 6.3% | 3.6% | 0.6%

Part of the list above, limited to Autophagy HCS and Insulin prom up cell count.
mol	Autophagy HCS	Insulin prom up cell count
O=S(=O)(c1ccc(Cl)cc1)N1CCCN(c2ccc(C(F)(F)F)cn2)CC1	·	1097
CCC(=O)NCC(=O)OCC(=O)c1ccccc1	i	·

Later entries
SMILES | Autophagy HCS | Autophagy HCS cell loss 18 h | ER stress rescue | MT stabilize HCS | MT stabilize HCS Hoechst-high % | MT stabilize HCS cytotoxicity % | bCat nuc transl | bCat nuc transl cell count 5 µM | Insulin prom up | Insulin prom up cell count | Dynein cargo inh | Dynein cargo inh cytoplasmic EGFP | Dynein cargo inh nuclear GR-EGFP | Dynein cargo inh cell count | P. falciparum M17LAP | P. falciparum M1AAP | UTI89 phage lysis
CC(C)(C)NC(=O)c1nc2nc(-c3ccccc3)cc(C(F)(F)F)n2n1 | i | -4.2 | 0.5% | 5.1 | 3.4 | 6.1 | -3.3 | 575 | 0.03 | 1150 | -0.501 | -0.208 | -0.61 | 1.22 | -2.4% | 5.0% | -2.2%
CCCCn1nnc(NC(=S)NC(=O)c2ccc(-c3cccc(Cl)c3Cl)o2)n1 | i | 21.9 | 4.0% | 5.1 | 2.1 | 0.6 | -0.7 | 985 | -0.72 | 1436 | 0.0142 | -0.271 | -0.21 | 0.26 | 2.2% | 1.5% | 0.7%
CC(=O)Nc1ccc(SC(C)C(=O)NC(N)=O)cc1 (stereo unspecified) | i | -0.5 | -1.9% | 1.9 | 1.3 | 10.6 | -3.4 | 1229 | -0.17 | 870 | 0.704 | -0.0498 | 0.834 | -0.465 | 2.7% | 8.6% | 0.4%
O=C(c1ccccc1F)N1CCN=C1SCc1cccnc1 | i | 4.0 | 2.8% | 2.0 | 5.0 | 5.8 | · | · | 1.62 | 655 | -0.0601 | -0.093 | 0.117 | -0.527 | 9.2% | -1.1% | -5.2%
CCOC(=O)C1C(=O)C=C(C)C(C(=O)OCC)C1c1ccc(OC)cc1 (stereo unspecified) | i | -4.1 | -0.9% | 0.6 | 0.9 | 8.0 | -0.7 | 1391 | 0.01 | 1431 | -0.246 | -0.0578 | -0.26 | -0.106 | 6.7% | -1.4% | -0.9%
COc1ccc(N2CC(C(=O)O)CC2=O)cc1 (stereo unspecified) | i | -6.1 | 4.6% | 2.3 | 2.0 | 5.6 | 1.3 | 1187 | 0.09 | 1172 | 0.22 | -0.229 | -0.0925 | -0.0128 | -8.6% | 4.2% | 0.7%
COc1ccc(NC(=O)CN(C)C(=O)c2oc3ccccc3c2C)cc1 | i | 16.3 | -0.4% | 5.1 | 1.9 | 11.1 | -1.0 | 1017 | -0.08 | 1596 | -0.289 | -0.154 | -0.37 | 0.791 | -3.5% | 7.0% | 0.2%
Cc1ccc(NC(=O)CN(C)C(=O)COc2ccc(C(=O)c3ccc(F)cc3)cc2)cc1 | i | 10.4 | -0.7% | 3.1 | 1.9 | 6.0 | 1.7 | 930 | · | · | 1.77 | -0.327 | 0.792 | 0.0651 | 15.5% | 5.7% | 0.0%
C/C(CC(=O)Nc1cccnc1)=N\NC(=O)c1ccc([N+](=O)[O-])c(Cl)c1 | i | 7.2 | -1.6% | 1.4 | 2.1 | 7.1 | · | · | 1.81 | 1021 | -0.542 | -0.299 | -0.633 | 1.02 | 7.2% | 6.8% | -5.3%
C=CCOC(=O)C1=C(C)NC(SCC(N)=O)=C(C#N)C1c1cccs1 (stereo unspecified) | i | 8.1 | -1.4% | 4.9 | 1.8 | 6.0 | -1.9 | 586 | -0.25 | 1206 | -0.0485 | -0.316 | 0.489 | 0.728 | 1.8% | 4.0% | 0.0%
CCOC(=O)c1sc(NC(=O)C2CCC2)cc1C | i | -16.2 | -2.2% | 1.8 | 2.2 | 11.6 | -1.6 | 1049 | -0.19 | 1345 | -0.433 | -0.139 | -0.338 | 0.57 | 12.4% | 3.9% | 0.0%
O=C(COc1ccccc1)NCc1ccccc1 | i | -4.3 | -1.3% | 1.8 | 1.2 | 5.4 | · | · | 0.8 | 738 | 0.526 | 0.505 | 0.797 | -1.5 | -5.7% | 0.0% | 0.7%
CC(C)Cc1nc(N2CCC(C(N)=O)CC2)c2nnn(Cc3ccccc3)c2n1 | i | 12.8 | 0.9% | 4.9 | 3.2 | 1.6 | 0.4 | 629 | 0.31 | 1403 | 3.22 | -0.263 | 1.48 | -0.574 | -10.4% | 1.0% | 0.7%
COc1cccc(-c2nn3c(-c4ccccn4)nnc3s2)c1 | i | -2.8 | -1.7% | 3.4 | 3.0 | 2.5 | -0.6 | 1195 | 1.2 | 964 | 2.2 | 0.265 | 2.28 | -2.99 | -5.2% | -5.2% | 0.0%

From PubChem BioAssay
